V-ATPase pHluor: regulators of yeast V-ATPase proton pumping, primary screen, pHLuorin cytosolic pH fluorescence | S. cerevisiae | response, % at 10 µM | 350,000 compounds, 0.37% hits | AID 504577, 2011; in the data active = response mostly above about 7.3%, no sharp cut-off; inactive = mostly below about 5.4%; also: actives read high; inactives centre near 0; some compounds called inactive have numbers as strong as hits
DAGLB inhibitor: DAGLB lipase inhibitors, primary screen, biochemical, fluorescence, HTS; Diacylglycerol lipase-beta (Homo sapiens), Q8NCG7; inhibition, % at 5.17 µM; HEK293T DAGLB membrane lysate, EnzChek fluorogenic substrate; 340,000 compounds, 0.059% hits; in the data active = inhibition above about 34%;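 also: 0% = enzyme with vehicle and 100% = wells lacking enzyme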
LANA DNA inh: inhibitors of KSHV C-LANA binding to DNA, primary screen, biochemical, fluorescence polarization, FAM-LBS DNA, MBP-C-LANA, single point. Kaposi's sarcoma herpesvirus LANA C-terminal domain (residues 932-1162) DNA binding. inhibition, % at 9 µM. 340,000 compounds, 0.078% hits. AID 504423, 2011;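 active = highest replicate inhibition at or above 60% at 9 µM, even if other replicates fall short; inactive = all replicates below 60% inhibition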;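 also: 0% = neutral control wells and 100% = 4 µM acridine orange control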
Keap1 Nrf2 FP: Keap1-Nrf2 protein-protein interaction inhibitors, primary screen, biochemical, fluorescence polarization, single point. 340,000 compounds, 0.15% hits. Keap1 Kelch-Nrf2 peptide fluorescence polarization, 1536-well. Kelch-like ECH-associated protein 1 (Homo sapiens), Q14145. inhibition, % at 9.4 µM; in the data active = inhibition above about 12%;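 also: human Keap1 Kelch domain with fluorescein labeled Nrf2 9mer peptide probe; 0% = neutral control wells and 100% = peptide positive control; higher means more block of Keap1 binding to Nrf2 peptide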
Cardiac RTF inh: cardiac RTF calcium sensitivity inhibitors, primary screen, biochemical, IANBD-TnC fluorescence, EC70 calcium; Troponin I, cardiac muscle (Homo sapiens) + Troponin T, cardiac muscle (Homo sapiens) + …; AID 493244, 2011; inhibition, % at 7.15 µM; IANBD-labeled cardiac RTF, Ca2+ fluorescence; 340,000 compounds, 0.12% hits;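 active = inhibition above the mean inhibition of all tested compounds plus 3 SD, cut at about 17% in these data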;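 also: assay run at fixed EC70 calcium of 1.6 mM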
Arr AP2 block: inhibitors of beta-arrestin/AP2 binding, primary screen, biochemical, GPCR trafficking, flow cytometry | inhibition, % at 10 µM | FITC-arrestin peptide / GST-AP2 beads; AP2 beta2 appendage carries R879A mutation | 340,000 compounds, 0.31% hits;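 active = inhibition above a set limit, near 3 SD of compounds lacking own fluorescence, cut at about 54% in these data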;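 also: plate controls were DMSO wells for no effect and 5 µM unlabelled arrestin peptide for full effect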
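System: GST-AP2 R879A glutathione beads. Medium: PBS with 0.05% Tween 20 and 0.1% BSA. Also added: FITC-arrestin peptide, 50 nM. Incubation: 12 min plus 1 h, RT. Measured by: high-throughput flow cytometry of beads, ex 488, em 535 nm. Evaluation: percent drop in bead-associated FITC signal.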
CAL PDZ FP-1: CAL PDZ peptide-binding inhibitors, primary screen, biochemical, fluorescence polarization, Cer-tagged CAL PDZ, HTS; purified CAL PDZ, TMR-peptide fluorescence polarization, 1 h; inhibition, % at 20 µM; 330,000 compounds, 0.02% hits; Golgi-associated PDZ and coiled-coil motif-containing protein (Homo sapiens), Q9HD26; AID 504414, 2011;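 active = highest replicate inhibition of at least 40%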;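 also: plate controls were DMSO neutral control wells for no effect and unlabeled competitor peptide control wells for full effect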
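Test system: purified CerCALP PDZ construct; Compound dosing: one concentration, 20 µM compound; Also added: TMR-labelled reporter peptide T*-PRC34 bound in PDZ groove; Read-out: inhibition from polarization loss; Controls: unlabelled peptide and DMSO controls; Signal: FP readout, S and P plane fluorescence; Incubation: 1 h at RT.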
NSD2 HMT inh: NSD2 histone methyltransferase inhibitors, primary screen, biochemical, AlphaScreen, single concentration, set 2 | Histone-lysine N-methyltransferase NSD2 (Homo sapiens), O96028 | NSD2 peptide methylation, 120 min | AID 743445, 2014 | 310,000 compounds, 0.54% hits | inhibition, % at 12.5 µM; in the data active = inhibition above about 50%
Pemphigus Ab inh: inhibitors of pemphigus antibody binding to DSG3, primary screen, biochemical, bead-based, flow cytometry, scFv-GFP | DSG3-coupled beads, scFv-anti-DSG3-GFP binding; active compounds read low | Desmoglein-3 (Homo sapiens), P32926 | binding (percent of control), % at 10 µM | 310,000 compounds, 0.48% hits;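 active = binding more than 3 SD below its plate's average and above zero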;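 also: hits lower antibody fragment binding to DSG3; some compounds called inactive have numbers as strong as hits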
Target sequence (P32926 whole entry, looked up, the tested form may be a part): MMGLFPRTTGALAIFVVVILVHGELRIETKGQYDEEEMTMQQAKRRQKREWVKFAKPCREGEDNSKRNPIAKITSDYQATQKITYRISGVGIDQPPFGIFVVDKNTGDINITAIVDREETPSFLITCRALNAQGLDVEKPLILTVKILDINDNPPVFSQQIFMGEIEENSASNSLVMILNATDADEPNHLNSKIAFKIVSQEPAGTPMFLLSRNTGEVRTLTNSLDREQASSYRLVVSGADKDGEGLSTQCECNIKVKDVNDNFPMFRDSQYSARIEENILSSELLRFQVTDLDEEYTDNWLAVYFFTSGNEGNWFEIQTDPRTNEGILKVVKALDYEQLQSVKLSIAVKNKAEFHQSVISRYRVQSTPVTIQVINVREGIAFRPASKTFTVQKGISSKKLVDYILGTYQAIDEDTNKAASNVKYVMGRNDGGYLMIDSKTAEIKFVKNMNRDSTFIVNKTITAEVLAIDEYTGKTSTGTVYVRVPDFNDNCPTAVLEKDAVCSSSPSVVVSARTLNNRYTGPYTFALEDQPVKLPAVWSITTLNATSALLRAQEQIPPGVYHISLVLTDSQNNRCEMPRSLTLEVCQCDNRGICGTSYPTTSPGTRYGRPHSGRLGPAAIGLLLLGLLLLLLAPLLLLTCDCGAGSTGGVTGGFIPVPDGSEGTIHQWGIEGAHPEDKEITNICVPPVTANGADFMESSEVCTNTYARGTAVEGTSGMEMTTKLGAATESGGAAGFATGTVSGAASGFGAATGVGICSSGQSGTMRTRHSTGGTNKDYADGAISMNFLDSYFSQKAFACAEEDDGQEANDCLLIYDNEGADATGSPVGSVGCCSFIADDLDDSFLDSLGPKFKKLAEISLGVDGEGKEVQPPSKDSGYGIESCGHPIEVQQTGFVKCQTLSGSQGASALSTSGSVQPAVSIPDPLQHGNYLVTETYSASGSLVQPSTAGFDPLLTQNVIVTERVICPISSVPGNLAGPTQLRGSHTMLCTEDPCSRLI
CAL PDZ FP-2: untagged CAL PDZ binding inhibitors, primary screen, biochemical, fluorescence polarization, HTS; Golgi-associated PDZ and coiled-coil motif-containing protein (Homo sapiens), Q9HD26; purified CAL PDZ, TMR-peptide fluorescence polarization, 1 h; inhibition, % at 24.9 µM; 300,000 compounds, 0.92% hits; AID 602252, 2012;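 active = mean inhibition of at least 30% with at least half of replicates also reaching 30%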;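 also: 0% = DMSO neutral control and 100% = excess unlabeled competitor peptide PRC23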
* hit, by the source's call; . = not tested or not shown. Some of the compounds tested (hit frequency here may not be typical).

SMILES	V-ATPase pHluor	DAGLB inhibitor	LANA DNA inh	Keap1 Nrf2 FP	Cardiac RTF inh	Arr AP2 block	CAL PDZ FP-1	NSD2 HMT inh	Pemphigus Ab inh	CAL PDZ FP-2
Cc1cc(=O)oc2cc(OCC(=O)NC(Cc3c[nH]c4ccc(O)cc34)C(=O)O)c(Cl)cc12 (configuration not stated)	2	-1	2.1	-5	-3	9	-0.7	.	105	-2
CCc1noc(C)c1C(=O)Nc1cc(S(=O)(=O)N2CCCCC2)ccc1N(C)C	-1	-3	-1.9	-1	1	7	-1.6	-1	101	0
Cc1cccc(NC(=O)CN2CCSc3ccccc32)c1	2	-2	-2.2	0	-5	26	-3.5	4	99	-5
COC(=O)[C@@]1(Cc2ccccc2)[C@H]2C(=O)N(C)C(=O)[C@H]2[C@H]2CN=C(SC)N21	-1	0	-1.0	4	-3	7	-0.7	.	97	-4
CC(C)(C)NC(=O)C(c1ccccc1)N(Cc1cccs1)C(=O)c1csnn1 (configuration not stated)	0	2	0.3	2	-7	-10	-2.3	0	112	-3
O=C(c1nnsc1S(=O)(=O)c1ccc(Cl)cc1)N1CCOCC1	2	-15	-0.2	-8	-1	22	-0.6	6	103	5
Cc1cccc(NC(=O)CNC(=O)N2CC(=O)Nc3ccccc32)c1C	4	-10	0.2	-3	0	4	-1.9	-4	.	-2
COc1ccc(OCCN2CCN(S(=O)(=O)c3ccccc3C(F)(F)F)CC2)cc1	1	-3	-0.4	-2	-7	20	1.1	0	.	1
CCOC(=O)C(C)/C(C)=N\Nc1ccc([N+](=O)[O-])cc1[N+](=O)[O-] (configuration not stated)	1	3	-1.6	-4	-5	-7	-0.5	17	100	-1
COc1cc(CO)ccc1Oc1nc2ccccc2n2cnnc12	-1	3	26	31*	3	2	0.4	-1	.	-1
Cc1cc(S(=O)(=O)N2CCC3(CC2)OCCN3S(=O)(=O)c2cccs2)ccc1F	2	-1	1.1	-4	3	0	-1.8	-2	101	13
CC(=O)c1cccc(NC(=O)c2ccc3c(c2)CCCC3)c1	2	-2	-2.1	-2	4	-7	-2.8	1	111	-4
Cc1ccc(N(CC(=O)NC2CCCC2)C(=O)c2nsc(Cl)c2Cl)cc1	1	-3	0.1	2	-26	-12	-1.2	2	89	-1
CC1CC(C)CN(C(=O)CCS(=O)(=O)c2ccc3c(c2)NC(=O)CS3)C1 (configuration not stated)	-2	-1	0.4	-1	-5	1	-1.2	2	99	-2
O=C(O)[C@H](Cc1ccccc1)NC(=O)N1CCC(Cc2ccccc2)CC1	0	1	0.5	-2	-4	5	-2.2	3	102	1
Cn1c(NC(=O)c2cccnc2)nc2ccccc21	0	0	1.2	2	-1	-2	-1.1	2	103	1
Cc1c(NC(=O)/C(C#N)=C/c2ccc(-c3ccc(Cl)cc3)o2)c(=O)n(-c2ccccc2)n1C	-3	5	-0.1	-3	2	2	-2.8	2	99	-2
CC1CCN(c2nnc(NC(=O)Cn3c(=O)oc4ccccc43)s2)CC1	-2	2	1.2	-2	-4	17	-1.9	.	97	.
CCCC(=O)NCCSC	-3	-1	0.8	-4	-7	2	-0.7	-5	97	-4
O=C(O)c1nccnc1C(=O)Nc1ccc(S(=O)(=O)N2CCOCC2)cc1	-5	-1	0.6	-5	-6	5	0.8	3	114	26
Cc1cccc(N2CCN(S(=O)(=O)c3ccc4c(c3)NC(=O)CO4)CC2)c1C	-1	2	0.0	-5	-1	2	-0.4	2	77	-2
COc1ccc(C(=O)COC(=O)c2ccc3c(c2)OCCO3)c(OC)c1	1	-3	-1.3	-4	-1	-5	-2.3	1	104	-3
COc1ccc(N2CCN(CC(O)COC(c3ccc(F)cc3)c3ccc(F)cc3)CC2)cc1 (configuration not stated)	4	-1	0.9	0	-10	3	-0.1	7	98	-3
O=C(c1ccccc1)N(c1ccccc1)c1nccc2ccccc12	-2	-1	-1.0	0	1	-13	-0.8	.	102	4
Cn1c(SCc2cccc(F)c2)nnc1-c1ccncc1	1	4	2.9	1	1	-15	-0.5	1	100	-1
O=C(NCc1ccccc1Cl)C1CCC(=O)N(CCCN2CCCC2=O)C1 (configuration not stated)	2	1	2.3	2	-1	0	0.4	-1	104	0
O=C(COc1ncnc2cc(Cl)ccc12)c1ccccc1	-1	-2	-0.1	-2	0	3	0.2	-2	.	-1
CCC(C)NS(=O)(=O)c1ccc(OCC(=O)NCc2ccc3c(c2)OCO3)cc1 (configuration not stated)	-1	2	-0.4	-2	-10	20	-1.7	-2	.	10
COc1ccc(C(CC(=O)O)NC(=O)c2sc3ccccc3c2Cl)cc1 (configuration not stated)	2	-3	-1.3	-8	-1	.	-3.2	-2	92	-4
O=C(NCC1CCN(Cc2ccccc2F)CC1)C1CCCN(c2ncnc3c2nc2n3CCCCC2)C1 (configuration not stated)	-3	0	-0.2	-1	8	-7	-3.0	6	104	-7
O=C(O)c1[nH]c2ccccc2c1C(c1cccc(O)c1)c1c(C(=O)O)[nH]c2ccccc12	4	10	6.4	-1	-3	-8	1.6	3	106	1
CC1CCN(C(=O)CSc2nnc(CNC(=O)c3ccc(F)cc3)o2)CC1	2	-2	0.3	1	-7	6	-3.4	0	109	-6
COc1ccc(OCC(=O)Nc2cccc3cccnc23)cc1	-2	-12	-0.1	4	-5	10	-1.9	-2	99	-4
CC1=C(C#N)C(c2ccccc2)C2=C(N1)c1ccccc1C2=O (configuration not stated)	-3	-2	-0.6	-2	-8	5	0.5	.	98	2
CC(=O)c1cccc(NC(=O)c2ccc(S(=O)(=O)N3CCCC3)cc2)c1	8	-2	-2.2	1	9	24	-3.3	-4	.	1
CCOC(=O)C1=C(COC(=O)c2ccco2)NC(=O)NC1CC (configuration not stated)	8	6	-1.2	-2	-6	38	-9.0	-1	.	-14
Fc1ccc(-c2nc3ccncc3[nH]2)cc1	1	0	-1.1	-9	7	3	.	0	104	-1
O=[N+]([O-])c1ccc(NS(=O)(=O)c2cccc3cccnc23)cc1	-2	-1	4.6	2	-2	55*	0.8	3	100	0
Cc1c(O)cc2c(c1O)C(=O)CC(c1ccccc1)O2 (configuration not stated)	1	-4	-0.2	1	-1	-4	-0.4	.	102	2
CCOC(=O)CC1C(=O)NCCN1C(=O)c1ccc(Cl)cc1 (configuration not stated)	2	0	11	1	3	4	0.2	20	107	-3
Cc1cc(C)cc(N(CC(=O)NC2CC3CCC2C3)S(C)(=O)=O)c1 (configuration not stated)	-1	3	-0.6	1	4	10	0.4	.	98	2
COc1cccc(C(=O)OC(C)C(=O)NCC2CCCCC2)c1 (configuration not stated)	-2	0	-1.2	-3	3	52	0.7	-2	.	-3
O=C(c1ccc(Cl)cc1)c1ccc(OCC(O)CN2CCCCC2)cc1 (configuration not stated)	-9	1	1.1	-3	-4	-7	-1.3	-2	82	-1
COc1ccc(C(=O)NCc2nnc(SCC(=O)Nc3cc(C)on3)o2)cc1OC	-1	1	1.1	-1	-13	5	-0.5	2	104	-6
CCOC(=O)c1cc2c(ccn2-c2ccc(F)cc2)n1CC(=O)N(CC)CC	2	1	-1.2	-5	-7	30	-0.5	4	97	-3
Cc1cccc(OCC(=O)NC(C)C(=O)N/N=C/c2c(OCc3ccccc3)ccc3ccccc23)c1 (configuration not stated)	3	-5	0.4	-3	-2	0	-1.5	1	99	.
CCOC(=O)N1CCN(C(=O)c2ccccc2NC(=O)c2ccc(C(C)(C)C)cc2)CC1	0	-4	-1.2	0	-17	21	-2.2	-1	113	-4
N/C(=N\OC(=O)CCC1CCCCC1)c1ccccn1	-2	-3	2.3	-2	-1	15	-0.8	5	107	.
CCOC(=O)Cn1cc(/C=C/[N+](=O)[O-])c2ccccc21	1	2	1.3	-3	-3	2	-2.8	5	106	-2
O=C(NC(=S)NC1CCS(=O)(=O)C1)c1ccccc1 (configuration not stated)	9	1	0.9	-4	-8	-9	-3.1	1	.	-3
COc1ccc(N(CC(=O)NC2CCCC2)C(=O)c2csnn2)cc1	0	0	1.1	-5	-14	-6	-0.9	18	.	-6
CC(C)(C)NC(=O)NC(=O)COC(=O)c1ccco1	1	2	1.7	-2	-16	-56	-0.7	14	95	-1
CCOC(=O)CSC1=NC(=O)/C(=C\c2ccc(OC(C)=O)cc2)S1	-1	-2	-1.6	1	-3	15	-1.9	-8	103	.
Cn1cccc1Cc1nnc(SCC(=O)NCC2CCCO2)n1-c1ccc(F)cc1 (configuration not stated)	4	-2	-0.7	-9	-7	1	-1.0	.	111	3
C=CCOC(=O)C1=C[C@@H](c2ccc(C(F)(F)F)cc2)[C@H](CCCO)[C@@H](OCC)O1	4	-7	1.2	0	-5	-6	-1.1	.	98	-2
COc1ccc(CNC(=O)CSc2ncn[nH]2)cc1	-1	-1	-0.1	-2	-2	9	0.2	.	108	1
Nc1nonc1-n1nnc(C(=O)N/N=C/c2cccc(Cl)c2)c1CN1CCCCCC1	1	3	3.4	-2	-1	-6	-0.2	.	.	2

An excerpt from above in order of molar mass, largest number first:
SMILES	V-ATPase pHluor	DAGLB inhibitor	LANA DNA inh	Keap1 Nrf2 FP	Cardiac RTF inh	Arr AP2 block	CAL PDZ FP-1	NSD2 HMT inh	Pemphigus Ab inh	CAL PDZ FP-2
C=CCOC(=O)C1=C[C@@H](c2ccc(C(F)(F)F)cc2)[C@H](CCCO)[C@@H](OCC)O1	4	-7	1.2	0	-5	-6	-1.1	.	98	-2
CCOC(=O)c1cc2c(ccn2-c2ccc(F)cc2)n1CC(=O)N(CC)CC	2	1	-1.2	-5	-7	30	-0.5	4	97	-3
COc1ccc(N(CC(=O)NC2CCCC2)C(=O)c2csnn2)cc1	0	0	1.1	-5	-14	-6	-0.9	18	.	-6
